Peg3 imprint = qHTS Assay for Compounds that Induce Erasure of Genomic Imprints; mouse ES Peg3-LacZ reporter, beta-gal luminescence, 40 h; AID 1948, 2009; hit rate 0.02% among 110,000; Potency, µM (titrated, usually from 60.7 µM), without a hit: at the highest dose activity change, positive = activation, actives largely listed as activators;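 also: 0% = negative control wells on the plate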
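Gelatin-coated wells received 300 freshly trypsinized female ES cells with a Peg3LacZ-Neo reporter on the maternal allele, then incubated 40 hours at 37C. BetaGlo was added for 5 minutes at room temperature before a single luminescence read.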
p53ts 39C tox = qHTS Screen for Compounds that Selectively Target Cancer Cells with p53 Mutations: Cytotoxicity of p53ts Cells at the Nonpermissive Temperature; H1299-p53A138V viability at 39C, ATP luminescence, 24 h; Potency, µM (highest dose often 46.1 µM), for the others: at the top dose activity change, negative = cell killing, actives largely listed as cytotoxic; hit rate 1.5% among 130,000; AID 902, 2007; also: nearly all actives have a fitted effect of over 55% in size
IkB sig inh = IkB Signaling; ABC-DLBCL IkBa-CBG/CBR dual luciferase ratio, 4 h; response scale: scaled: untreated 0%, proteasome inhibitor 100%; Potency, µM (titrated, usually from 57.1 µM), for inactives: at the top dose IkBa stabilization activation; hit rate 0.04% among 110,000; AID 445, 2006; active = well fitted curve in the direction sought with a large enough effect in the signal ratio, not every such curve was filed as active; the % refers to the signal ratio;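 also: the direction sought is a rising ratio; 0% = basal untreated cells and 100% = reference inhibitor full response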
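In this assay, an IκBα–CBG68 fusion accumulates when IKK-driven degradation is blocked; native CBR normalizes for cell number. OCI-Ly3 cells were treated 4 h with compound and doxycycline, then green and red light read after Chroma-Glo addition.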
p53ts 32C tox = qHTS Screen for Compounds that Selectively Target Cancer Cells with p53 Mutations: Cytotoxicity of p53ts Cells at the Permissive Temperature; AID 924, 2007; hit rate 0.93% among 130,000; Potency, µM (series often up to 46.1 µM), for the others: top-dose activity change, negative = cytotoxicity, most hits filed as cytotoxic; H1299-p53A138V at 32C, ATP luminescence viability, 24 h;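 also: 0% = DMSO and -100% = full killing by reference compound; nearly all actives have a fitted effect of over 55% in size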
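H1299-p53 A138V cells (temperature-sensitive p53) exposed 24 h to up to 46 uM compound at 32C, where p53 is wild-type in conformation. Viability read as ATP luminescence and normalised to DMSO and 100 uM tamoxifen. AC50 fitted with the Hill equation.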
* = called active by the depositor; . = not tested or not shown; & = joins results of further samples; [ ] = another dose, or the depositor's remark. Unless noted, calls follow the shape of the dose curve; as a rule, active = well fitted curve in the direction sought with a large enough effect; inconclusive = small, poorly fitted or top-dose-only effect, or another doubt; inactive = no such curve, though single readings can be large; an effect the other way counts as inactive or inconclusive. Unless noted, % is scaled to controls: 0 for no effect and ±100 for the full control effect; potency is read from the fitted curve at half-maximal effect. Only part of the results is shown; the hit share may differ from the screen's.

SMILES | Peg3 imprint | p53ts 39C tox | IkB sig inh | p53ts 32C tox
O=C(CCCN1CCC2(CC1)C(=O)N(CCc1ccc(N=C=S)cc1)CN2c1ccccc1)c1ccc(F)cc1 | . | . | 6.1% | .
O=c1cccc2n1C[C@@H]1C[C@H]2CN2CCCC[C@H]12 | . | . | 3.4%[11.4 µM] | .
C=C[C@@H]1CN2CC[C@@H]1C[C@H]2[C@H](O)c1ccnc2ccccc12 | . | . | 0.6%[11.4 µM] | .
CC(C)(C)[C@@]1(O)C[C@@H]2OC(=O)C[C@@]23C(=O)O[C@H]2OC(=O)[C@@H](O)[C@]231 | . | . | 0.5%[11.4 µM] | .
O=C(Nc1cc[c]([Sb](=[O])([OH])[OH])cc1)c1ccccc1 | . | . | 1.7%[11.4 µM] | .
C[C@@]12CC[C@H]3[C@@H](CCC4=CC(=O)CC[C@]43C)[C@H]1CCC2=O | . | . | -4.0% | .
C[C@@H]1CCC/C=C\[C@H]2C[C@H](O)C[C@@H]2[C@H](O)/C=C\C(=O)O1 | . | . | 1.5%[11.4 µM] | .
CC(C)[C@@]1(NC(=O)[C@@H]2C[C@H]3c4cccc5[nH]cc(c45)C[C@@H]3N(C)C2)O[C@@]2(O)[C@H]3CCCN3C(=O)[C@@H](Cc3ccccc3)N2C1=O | . | . | 1.1%[11.4 µM] | .
CO[C@@H](C)[C@](O)(C(=O)OC1=CCN2CC[C@H](O)[C@H]12)C(C)C | . | . | 3.1%[11.4 µM] | .
CN1CCc2cc3c(cc2[C@@H]1[C@H]1OC(=O)c2c1ccc1c2OCO1)OCO3 | . | . | -0.2%&-0.9%[11.4 µM] | .
COc1cc2c(cc1OC)-c1c(O)c(OC)cc3c1[C@@H](C2)N(C)CC3 | . | . | 1.4%[11.4 µM] | .
O=c1cccc2n1C[C@H]1C[C@@H]2CN(CCO)C1 | . | . | -0.1%[11.4 µM] | .
CC[C@H](CO)NC(=O)[C@H]1C=C2c3cccc4[nH]cc(c34)C[C@H]2N(C)C1 | . | . | 2.1%[11.4 µM] | .
CCN1C[C@@]2(COC)[C@H](O)C[C@H](OC)[C@@]34[C@@H]5C[C@@]6(O)[C@H](OC(=O)c7ccccc7)[C@H]5[C@@](OC(C)=O)([C@H]([C@@H](OC)[C@H]23)[C@H]14)[C@H](O)[C@@H]6OC | . | . | 0.8%[11.4 µM] | .
CC(C)C[C@H]1C(=O)N2CCC[C@@H]2[C@]2(O)O[C@](NC(=O)[C@H]3C=C4c5cccc6[nH]cc(c56)C[C@H]4N(C)C3)(C(C)C)C(=O)N12 | . | . | 1.7%[11.4 µM] | .
C/C=C1\C[C@H](C)[C@](O)(CO)C(=O)OCC2=CCN3CC[C@@H](OC1=O)[C@@H]23 | . | . | 0.0%[11.4 µM] | .
CCCCCC[C@H]1C(=O)O[C@@H](C)[C@H](NC(=O)c2cccc(NC=O)c2O)C(=O)O[C@@H](C)[C@@H]1OC(=O)CC(C)C | . | . | 6.0%[11.4 µM] | .
CC1CC(C)CN(CC(=O)c2ccc(OC(F)F)cc2)C1 (configuration not stated) | . | 19% | . | .
CCc1ccc(-n2c(O)c(/C=N/N3CCCCC3c3cccnc3)c(=O)[nH]c2=O)cc1 (configuration not stated) | . | 11% | . | .
O=C1NC(=O)N(Cc2ccco2)C(=O)/C1=C\c1cccn1CCOc1ccc(Cl)cc1 | . | 5% | . | .
O=C(CN1CCCCC1)c1ccc(OC(F)F)cc1 | . | 0% | . | .
COc1ccc(/C=C2/C(=O)NC(=S)N(C3CC3)C2=O)cc1CN1C(=O)c2ccccc2C1=O | . | -3% | . | .
Cc1ccc2c(c1)=C/C(=C\c1c(O)[nH]c(=S)[nH]c1=O)C(=O)N=2 | . | -14% | . | .
CC(C)N(CC#CCC1(O)c2ccccc2-c2ccccc21)C(C)C | . | -6% | . | .

5 compounds drawn at random from those above, as already listed:
SMILES | Peg3 imprint | p53ts 39C tox | IkB sig inh | p53ts 32C tox
O=c1cccc2n1C[C@@H]1C[C@H]2CN2CCCC[C@H]12 | . | . | 3.4%[11.4 µM] | .
CCN1C[C@@]2(COC)[C@H](O)C[C@H](OC)[C@@]34[C@@H]5C[C@@]6(O)[C@H](OC(=O)c7ccccc7)[C@H]5[C@@](OC(C)=O)([C@H]([C@@H](OC)[C@H]23)[C@H]14)[C@H](O)[C@@H]6OC | . | . | 0.8%[11.4 µM] | .
CN1CCc2cc3c(cc2[C@@H]1[C@H]1OC(=O)c2c1ccc1c2OCO1)OCO3 | . | . | -0.2%&-0.9%[11.4 µM] | .
O=C(Nc1cc[c]([Sb](=[O])([OH])[OH])cc1)c1ccccc1 | . | . | 1.7%[11.4 µM] | .
CC(C)N(CC#CCC1(O)c2ccccc2-c2ccccc21)C(C)C | . | -6% | . | .

Going on with the list.
SMILES | Peg3 imprint | p53ts 39C tox | IkB sig inh | p53ts 32C tox
Cc1ccc(-n2c(O)c(/C=N/N3CCOCC3)c(=O)[nH]c2=S)cc1 | . | 4% | . | .
C[N+]1=C(/C=C/Nc2ccccc2)C(C)(C)c2ccccc21 | . | 1% | . | .
CC/C(=N\Nc1ccccc1)c1c(O)n(C)c(=O)n(C)c1=O | . | 6% | . | .
Cc1ccc(N2C(=O)NC(=O)C(CCc3ccncc3)(Cc3cccc(Cl)c3Cl)C2=O)cc1 (configuration not stated) | . | 31% | . | .
Cc1ccc(C(=O)NC(O)C(Cl)(Cl)Cl)cc1 (configuration not stated) | . | -6% | . | .
Cc1ccc(NC(=O)c2cn(CCC#N)nc2-c2ccc3c(c2)OCCO3)c([N+](=O)[O-])c1 | . | 14% | . | .
Cc1ccc(NC(=O)N(Cc2ccc3c(c2)OCO3)C2CCN(Cc3ccccc3)CC2)cc1C | . | . | . | -22%
COC(=O)c1ccc2[se]c(CC3CCCCC3)c(I)c2c1 | -7% | . | . | .
O=C(Cc1ccc(Cl)c(Cl)c1)N1CCCCC1CN1CCCC1 (configuration not stated) | -17% | . | . | .
CC1(C(=O)O)C2CCC(O2)C1(C)C(=O)O (configuration not stated) | -31%[inhibitor] | . | . | .
Nc1ccc(N)cc1 | -15% | . | . | .
CCCCC/C=C\C/C=C\C/C=C\C/C=C\CCCC(=O)NCc1ccoc1 | -13% | . | . | .

Entries of single compounds, quoted from the list.
Cc1ccc(NC(=O)c2cn(CCC#N)nc2-c2ccc3c(c2)OCCO3)c([N+](=O)[O-])c1 is listed with Peg3 imprint: .; p53ts 39C tox: 14%; IkB sig inh: .; p53ts 32C tox: .
Cc1ccc(N2C(=O)NC(=O)C(CCc3ccncc3)(Cc3cccc(Cl)c3Cl)C2=O)cc1 (configuration not stated) is listed with Peg3 imprint: .; p53ts 39C tox: 31%; IkB sig inh: .; p53ts 32C tox: .

Carrying on:
SMILES | Peg3 imprint | p53ts 39C tox | IkB sig inh | p53ts 32C tox
CC(=O)Nc1c2sscc-2n(C)c1=O | -36%[inhibitor] | . | . | .
CCCCC/C=C\C/C=C\C/C=C\C/C=C\CCCC(=O)NCCO | 2% | . | . | .
COC(=O)CCCc1[se]c2ccccc2c1I | -6% | . | . | .
C=C(C)[C@]12C[C@@H](C)[C@@]34OC(Cc5ccccc5)(O[C@@H]1[C@@H]3C=C(COC(=O)Cc1cc(I)c(O)c(OC)c1)C[C@]1(O)C(=O)C(C)=C[C@@H]41)O2 | -34%[inhibitor] | . | . | .
CCN(CC)C(=O)N[C@@H]1C[C@@H]2c3cccc4[nH]cc(c34)C[C@H]2N(C)C1 | -7% | . | . | .
CN(C(=O)Cc1ccc(Cl)c(Cl)c1)C(CN1CCCC1)c1cccc(OCC(=O)O)c1 (configuration not stated) | 9% | . | . | .
CCCCC[CH2][Hg][S]C1=C2N=CNC2NC(N)=N1 (configuration not stated) | -69%[inhibitor][10.9 µM] | . | . | .
CC(C)(C)c1ccc(O)cc1 | 6% | . | . | .
COc1cc(C(O)CN)ccc1O (configuration not stated) | 11% | . | . | .
C[C@H](CCC(=O)O)C[C@H](C)C[C@H](C)C(=O)/C=C(\O)[C@H](C)C[C@H](C)C/C=C/[C@@H](C)[C@@H](O)[C@@H](C)[C@@H](O)C[C@@H]1CC[C@@](C)([C@H]2CC[C@@](C)([C@@H](C)O)O2)O1 | -22% | . | . | .
CCCN(CCC)[C@@H]1CCc2c(F)ccc(O)c2C1 | -5% | . | . | .
O=C1C=CC(=O)C(Cl)=C1 | -18% | . | . | .
Nc1nc2c(ncn2[C@@H]2O[C@H](CO)[C@@H](O)[C@@H]2O)c(=[SH+])[nH]1.O=[N+]([O-])c1ccc(O)[c]([Hg])c1 | 8%[10.9 µM] | . | . | .
O=C1NCN(c2ccccc2)C12CCN(CC1COc3ccccc3O1)CC2 (configuration not stated) | -13% | . | . | .
C=C[C@@H]1CN2CC[C@H]1CC2[C@H](O)c1ccnc2ccccc12 (some centres not stated) | 7%[10.9 µM] | . | . | .
CCC(C=C[C@@H]1OC(=O)C=C[C@H]1C)=C[C@H](C)CC=CC(C)=C[C@@H](C)C(=O)[C@@H](C)[C@H](O)[C@@H](C)CC(C)=CC(=O)O | 14%[2 µM] | . | . | .
CC(C)[C@@]1(NC(=O)[C@@H]2C[C@@H]3c4cccc5[nH]cc(c45)C[C@H]3N(C)C2)O[C@@]2(O)C3CCCN3C(=O)[C@H](Cc3ccccc3)N2C1=O (some centres not stated) | -11% | . | . | .
CC1(C)C(C=C(Cl)Cl)C1C(=O)OC(C#N)c1cccc(Oc2ccccc2)c1 (configuration not stated) | -8% | . | . | .
CCCCC/C=C\C/C=C\C/C=C\C/C=C\CCCC(=O)N(Cc1ccc(O)c(Cl)c1)Cc1ccc(O)c(Cl)c1 | 25% | . | . | .
COc1ccc2c(c1)C13CCCCC1C(C2)N(C)CC3 (configuration not stated) | -14% | . | . | .
CC(C)(C)OC(=O)N1CC[C@H]1COc1cnc[c]([Sn]([CH3])([CH3])[CH3])c1 | -2%[10.9 µM] | . | . | .
NC1=NC([S][Hg][c]2ccc(N)cc2)c2ncn([C@@H]3O[C@H](CO)[C@@H](O)[C@@H]3O)c2N1 (some centres not stated) | 4%[10.9 µM] | . | . | .
Cc1c(C(=O)c2cccc3ccccc23)c2cccc3c2n1[C@@H](CN1CCOCC1)CO3 | -15% | . | . | .
Cc1cc[c]([Sb]2[O]C([C@H](O)[C@H](O)C(=O)O)[C@@H](CO)[O]2)cc1 (some centres not stated) | -2%[10.9 µM] | . | . | .
C/C=C(/C)C(=O)O[C@H]1C(C)=C2C([C@@H]1OC(=O)CCCCCCC)[C@@](C)(OC(C)=O)C[C@@H](OC(=O)CCC)[C@@]1(O)[C@H]2OC(=O)[C@@]1(C)O (some centres not stated) | -31%[inhibitor] | . | . | .
CC[C@@]1(O)C(=O)OCc2c1cc1n(c2=O)-c2cc3ccccc3nc2C1 | -34%[inhibitor] | . | . | .
CCCCCCCCc1[se]c2ccccc2c1[Se]c1ccccc1 | -2% | . | . | .
CCn1cnc2c(Nc3cccc(Cl)c3)nc(N[C@@H]3CCCC[C@@H]3N)nc21 | -51%[inhibitor] | . | . | .
NCCc1c[nH]c2ccc(O)cc12 | -12% | . | . | .
CC(C)[C@@]1(NC(=O)[C@@H]2C[C@@H]3c4cccc5[nH]cc(c45)C[C@H]3N(C)C2)O[C@@]2(O)[C@@H]3CCCN3C(=O)[C@H](Cc3ccccc3)N2C1=O | -31%[inhibitor] | . | . | .
CCCCCCCCCC(=O)O[C@H]1CC[C@H]2[C@@H]3CCC4=CC(=O)CC[C@@H]4[C@H]3CC[C@]12C | -12% | . | . | .
C[C@]12CC[C@@H](O)CC1CCC1C2CC[C@]2(C)C(=O)CC[C@@H]12 (some centres not stated) | -15% | . | . | .
c1ccc2c(c1)OCC(C1=NCCN1)O2 (configuration not stated) | -29% | . | . | .
CC(=O)OCC1=C(C(=O)[O-])N2C(=O)[C@@H](NC(=O)CCC[C@@H](N)C(=O)[O-])[C@H]2SC1.[Zn+2] | -3% | . | . | .
NC1=N[C@H](O)[C@H]2C3O[C@]4(O)O[C@H](C(O)[C@@]2(N1)[C@@H]4O)C3(O)CO (some centres not stated) | -3% | . | . | .

Screens: PubChem BioAssay, National Center for Advancing Translational Sciences (NCATS)
